Measles CPE: protection of cells from measles virus; Measles virus-infected cells, CPE protection, absorbance; protection (pct of control), % at 4 µM; 1.5% of 140,000 active; in the data active = protection mostly above about 24%, no sharp cut-off; inactive = mostly below about 26%; also: some compounds called inactive have numbers as strong as hits
bCat KO growth: beta-catenin-lacking colon tumor cell growth suppression | HCT116 beta-catenin knockout viability, CellTiter-Glo, 60 h; active compounds read low | AID 818 | 1.5% of 140,000 active | viability, % at 10 µM;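 active = viability at or under a set limit, the compound median less 4 SD, cut at about 6% in these data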;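 also: 0% = Hyamine 1622 control at 20 µM and 100% = untreated cell control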
Phagocyt inh: inhibitors of macrophage phagocytosis; J774A.1 macrophage IgG-bead phagocytosis, imaging; inhibition, % at 5 µM; 0.07% of 110,000 active;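 active = inhibition above the mean of the plate negative controls plus 5 SD, cut at about 13% in these data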;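 also: phagocytic index as fraction of beads internalized from green versus red external bead signal; plate controls were DMSO negative control for no effect and cytochalasin-D positive control for full effect; some results beyond the cut were filed as inactive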
E-sel TNF inh: TNF alpha driven E-selectin expression inhibition; HUVEC TNFa-induced E-selectin immunofluorescence, high content; inhibition, % at 2 µM; 0.71% of 120,000 active; AID 1246;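 active = inhibition above the batch mean plus 3 SD, and confirmed as a hit on visual image review, cut at about 43% in these data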;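 also: 0% = TNF-stimulated DMSO wells and 100% = unstimulated control wells; not every result past the cut was called active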
NPY-Y2 antag: blocks the human neuropeptide Y Y2 receptor; inhibition, % at 2.7 µM; AID 793; NPY-Y2 expressing cells, antagonist mode; P49146; 0.99% of 140,000 active; in the data active = inhibition above about 17%;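 also: 0% = vehicle with agonist challenge and 100% = reference antagonist with challenge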
Target sequence (P49146 whole entry, looked up): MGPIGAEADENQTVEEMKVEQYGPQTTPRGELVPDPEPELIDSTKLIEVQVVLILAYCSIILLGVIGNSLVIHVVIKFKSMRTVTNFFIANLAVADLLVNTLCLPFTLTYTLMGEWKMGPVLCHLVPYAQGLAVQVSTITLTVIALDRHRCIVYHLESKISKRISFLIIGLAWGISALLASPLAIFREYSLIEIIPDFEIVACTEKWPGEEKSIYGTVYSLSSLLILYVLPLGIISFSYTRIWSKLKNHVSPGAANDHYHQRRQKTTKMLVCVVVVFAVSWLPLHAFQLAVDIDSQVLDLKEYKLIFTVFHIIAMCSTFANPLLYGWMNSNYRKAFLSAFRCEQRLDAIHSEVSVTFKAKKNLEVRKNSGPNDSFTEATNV
GALR2 antag: antagonists of human galanin receptor 2 (GALR2). O43603. GALR2-expressing cells, antagonist mode. inhibition, % at 4 µM. 0.39% of 140,000 active. AID 828; in the data active = inhibition above about 27%;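 also: cells stimulated with galanin 1-16 at roughly its EC80; 0% = agonist challenge control and 100% = basal control without agonist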
Target sequence (O43603 whole entry, looked up): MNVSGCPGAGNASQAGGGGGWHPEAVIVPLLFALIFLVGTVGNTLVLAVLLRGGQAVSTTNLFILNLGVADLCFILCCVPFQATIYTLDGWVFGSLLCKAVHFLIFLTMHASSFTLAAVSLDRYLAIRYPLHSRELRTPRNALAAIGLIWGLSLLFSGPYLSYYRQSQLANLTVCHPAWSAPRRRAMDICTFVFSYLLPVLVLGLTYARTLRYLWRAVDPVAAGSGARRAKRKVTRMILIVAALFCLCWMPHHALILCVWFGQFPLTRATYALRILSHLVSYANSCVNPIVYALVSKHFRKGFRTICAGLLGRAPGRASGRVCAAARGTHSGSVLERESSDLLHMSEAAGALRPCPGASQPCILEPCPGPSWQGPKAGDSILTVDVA
Yeast growth inh: reduces growth of yeast BB579 in restrictive medium | inhibition, % at 10 µM | 0.51% of 140,000 active | S. cerevisiae BB579 growth, OD615, 48 h | AID 804;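 active = inhibition above a set limit, 3 SD over the mean compound inhibition, cut at about 44% in these data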; also: inactives centre near -24
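System: Saccharomyces cerevisiae DeaD strain BB579, replicative lifespan model yeast | Buffer or medium: Restrictive glucose-based CSMM-D medium | Times: 4 h preincubation and 48 h exposure at 30 °C | Detection: OD615 turbidity measurement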
MRP-1 activ: MRP-1 activation | H69AR cells + doxorubicin, viability rescue, CellTiter-Glo | viability increase, % at 10 µM | 0.61% of 140,000 active;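 active = viability gain under doxorubicin at or above a set limit, the compound median plus 3 SD, cut at about 4.7% in these data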;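 also: MRP-1 overexpressing cells given doxorubicin 25 µM after compound pretreatment; 18-22 h compound pretreatment then 72 h with doxorubicin before readout; 0% = doxorubicin-only wells and 100% = vehicle-treated cells without doxorubicin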
HCT116 PTEN-null: PTEN-deleted cell growth suppression. HCT116 PTEN-null viability, CellTiter-Glo, 60 h; active compounds read low. viability, % at 10 µM. 1.2% of 140,000 active. AID 827;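 active = viability at or below a set limit, 4 SD under the median of all tested compounds, cut at about 3.7% in these data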;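 also: PTEN knockout HCT116 line with beta catenin targeted HCT116 as companion control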
Yeast lifespan up: extends the lifespan of yeast | S. cerevisiae growth with nicotinamide, OD615; deaD strain in restrictive glucose medium | AID 775 | inhibition of the nicotinamide effect, % at 10 µM | 0.68% of 130,000 active;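 active = inhibition above a set limit, placed 3 SD over the median of all compounds, cut at about 26% in these data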;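 also: 0% = nicotinamide-treated wells and 100% = cells grown without nicotinamide; some compounds called inactive have numbers as strong as hits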
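Assay system: engineered S. cerevisiae DeaD replicative-lifespan strain, galactose-grown log-phase cells; Buffer or medium: CSMM-D glucose medium, restrictive; Probe or stimulus: nicotinamide 1.5 mM; Compound: single dose 10 µM compound, 0.25% DMSO; Schedule: 4 h preincubation then 48 h treatment at 30 °C; Technique: OD615 measurement.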
Starred values were filed as active, the others as inactive; / = no result given.

SMILES | Measles CPE | bCat KO growth | Phagocyt inh | E-sel TNF inh | NPY-Y2 antag | GALR2 antag | Yeast growth inh | MRP-1 activ | HCT116 PTEN-null | Yeast lifespan up
Cc1c(C(=O)NCCN2C(=O)S/C(=C\c3cccs3)C2=O)cccc1[N+](=O)[O-] | 20 | 83 | -3 | 20 | 6 | 4 | -57 | -0.3 | 90 | 4
C/C(Cl)=C/Cn1c(NCCCn2ccnc2)nc2c1c(=O)[nH]c(=O)n2C | 2 | 119 | / | -13 | 2 | 4 | -28 | 0.1 | 94 | -12
CCN1C(=O)CC2(C[N+]3(C)CCC2CC3)C1=O (stereo unspecified) | 8 | 101 | -2 | 2 | 4 | 8 | -27 | -1.9 | 99 | 0
COc1ccccc1N1C(=O)C2C3CC(c4ccccc4)C(C3)C2C1=O (stereo unspecified) | 4 | 89 | -6 | / | -1 | -3 | -44 | -2.6 | 86 | 1
O=C(Nc1cccc(-c2nc3ncccc3o2)c1)c1ccco1 | 4 | 98 | -1 | 1 | 6 | 5 | -35 | -0.8 | 109 | -16
CCN1C(=O)N/C(=C/c2ccc(C)o2)C1=O | 9 | 93 | -5 | / | -1 | -2 | -41 | -0.6 | 96 | -4
COc1ccc(S(=O)(=O)NC(C)(C)C)cc1-c1nnc2c3ccccc3c(C)nn12 | 2 | 96 | -1 | 15 | 36* | -10 | -12 | -1.0 | 110 | -6
CC(=O)NS(=O)(=O)c1ccc(NC(=O)CN2C(=O)C3C4C=CC(C4)C3C2=O)cc1 (stereo unspecified) | 21 | 91 | / | / | 2 | 0 | -29 | -2.6 | 98 | 3
CCOCCCN(C(=O)Cn1nnc2ccccc21)C(C(=O)NCc1ccco1)c1ccncc1 (stereo unspecified) | 2 | 105 | 1 | 9 | 5 | -2 | -51 | -1.2 | 104 | -3
CCCCc1nc(SCC(=O)Nc2ccc(S(N)(=O)=O)cc2)n[nH]1 | 3 | 85 | -2 | 19 | -2 | 6 | -42 | -1.0 | 86 | -17
O=[N+]([O-])c1cccc2ccc(/C=C/c3cccc(Br)c3)nc12 | 13 | 72 | -7 | / | 2 | 15 | -50 | -1.9 | 69 | -5
C/C(=N/N1CCN(c2ccccn2)CC1)c1cccc([N+](=O)[O-])c1 | 3 | 94 | -8 | 4 | 0 | -3 | -19 | 2.3 | 98 | 7
CC(C)N1C(=O)C2C(C(=O)NCc3ccccc3)C3C=CC2(O3)C1C(=O)NC(C)(C)C (stereo unspecified) | 7 | 91 | -1 | 43 | 0 | -3 | -1 | -1.4 | 91 | -23
O=C(N/N=C/c1cccn1-c1ccc([N+](=O)[O-])cc1)C(O)c1ccccc1 (stereo unspecified) | 4 | 103 | -1 | / | -1 | -3 | 5 | -0.8 | 107 | -2
CN(C)c1nc2n(c(=O)n1)CCO2 | 3 | 99 | -2 | -13 | 1 | 9 | -24 | 2.4 | 102 | -7
COc1ccc(Cn2nnnc2C(c2ccccc2)N2CCN(C3CCCC3)CC2)cc1 (stereo unspecified) | 6 | 90 | 2 | -53 | 10 | 1 | -10 | -2.9 | 92 | -8
CC1CC(C)CN(c2ncc3c(n2)CC(c2ccccc2Cl)CC3=O)C1 (stereo unspecified) | 2 | 76 | -1 | 8 | 4 | -10 | -11 | -1.6 | 76 | 2
COc1ccc(C(C)N2CC34C=CC(O3)C(C(=O)OCC(C)C)C4C2=O)cc1 (stereo unspecified) | 8 | 98 | 0 | / | 2 | 7 | 9 | 1.3 | 115 | -7
CC(N=Cc1cccc(O)c1O)c1ccccc1 (stereo unspecified) | 20 | 87 | -3 | 38 | 2 | 9 | 96* | -1.9 | 94 | -10
COCCn1c(=O)[nH]c(=O)c2c1nc(-c1ccc(-c3ccc(Cl)cc3[N+](=O)[O-])o1)n2Cc1ccccc1 | 11 | 27 | / | / | 3 | 13 | -43 | -4.1 | 10 | 0
CCCCCCCCCOC(=O)C[n+]1csc(CCO)c1C | 6 | 97 | 0 | 21 | 5 | 10 | -57 | 0.2 | 92 | -22
CCCN(CCC)c1nc2ccccc2nc1C(C#N)C(=O)OCCOC (stereo unspecified) | 30 | 88 | 0 | 19 | -1 | -1 | -30 | -1.6 | 81 | 13
CCCCC(CCC(=O)Nc1nccs1)C(=O)O (stereo unspecified) | 9 | 111 | 3 | -6 | 2 | -6 | 8 | -1.3 | 103 | -8
COc1ccc(CCNC(=O)CCS(=O)(=O)c2ccc(C)cc2)cc1OC | 8 | 97 | / | / | 0 | -22 | -23 | -0.6 | 106 | -3
C=CCN(CC(=O)NCC1CCCO1)C(=O)CCC(=O)Nc1cc(C)on1 (stereo unspecified) | 4 | 96 | -1 | 14 | 2 | 5 | -35 | -2.1 | 104 | -6
CCOc1ccc(/C=N/NC(=O)c2cc(-c3ccco3)nc3ccccc23)cc1 | 6 | 90 | -6 | / | 9 | 12 | -20 | -3.9 | 88 | -3
CC1CCN(c2cc(N3CCOCC3)c([N+](=O)[O-])cc2F)CC1 | 9 | 70 | 0 | -35 | 1 | -15 | 12 | -2.0 | 64 | -31
Cc1ccc2c(c1)nnn2C1CCN(CC(=O)NCCc2nc3ccccc3[nH]2)CC1 | 5 | 95 | 0 | -9 | 1 | 16 | -32 | -3.0 | 97 | 8
COc1ccc(-c2noc(CCC(=O)NCCCN3CCC(Cc4ccccc4)CC3)n2)cc1 | 7 | 23 | -1 | -12 | 12 | 7 | -54 | -2.2 | 18 | -6
O=C(O)C1CC(=O)N(CCc2ccccc2)C1 (stereo unspecified) | 25 | 81 | -1 | 21 | 2 | -2 | 27 | -1.0 | 88 | -7

Ordered by the number under Yeast growth inh (largest number first): some entries from above
Structure,Measles CPE,Phagocyt inh,E-sel TNF inh,NPY-Y2 antag,GALR2 antag,Yeast growth inh,Yeast lifespan up
CCOc1ccc(/C=N/NC(=O)c2cc(-c3ccco3)nc3ccccc23)cc1,6,-6,/,9,12,-20,-3
COc1ccc(CCNC(=O)CCS(=O)(=O)c2ccc(C)cc2)cc1OC,8,/,/,0,-22,-23,-3
C=CCN(CC(=O)NCC1CCCO1)C(=O)CCC(=O)Nc1cc(C)on1 (stereo unspecified),4,-1,14,2,5,-35,-6

The list goes on:
SMILES | Measles CPE | bCat KO growth | Phagocyt inh | E-sel TNF inh | NPY-Y2 antag | GALR2 antag | Yeast growth inh | MRP-1 activ | HCT116 PTEN-null | Yeast lifespan up
COC(=O)c1ccccc1NC(=O)c1cc(C2CC2)on1 | 23 | 83 | 0 | / | 8 | -5 | -19 | -2.8 | 93 | -10
Cc1ccc(C(C)C)c(OCCNC(=S)Nc2cccc3ccccc23)c1 | 12 | 43 | 0 | -33 | 0 | -8 | 5 | -1.6 | 52 | -14
Cc1ccc(NC(=O)CSc2nnc(COc3ccc(C#N)cc3)n2-c2ccccc2)cc1C | 17 | 61 | 0 | 0 | 2 | 6 | -26 | 0.6 | 55 | -4
COc1cc(/C=N/Nc2nc(N3CCCC3)nc(N3CCCC3)n2)ccc1O | 8 | 93 | / | 8 | -1 | -1 | 14 | -3.3 | 95 | -15
CCOC(=O)CC1=NC(=O)CS1 | 3 | 91 | -1 | / | 2 | 8 | -3 | -1.3 | 98 | -22
Cc1cc(=O)n2nc(N3CCCC(C(=O)N4CCOCC4)C3)sc2n1 (stereo unspecified) | 6 | 104 | -2 | / | 1 | 6 | -3 | -1.0 | 97 | -17
COc1ccc(CNC(=O)c2ccc(NC(=O)C3CCCO3)cc2)cc1 (stereo unspecified) | 3 | 107 | 0 | -21 | 1 | 14 | -16 | -0.2 | 100 | -7
CSc1ncc(Cl)c(C(=O)Nc2ccccc2Cl)n1 | 9 | 88 | -8 | / | 7 | 8 | -26 | -3.0 | 85 | -3
O=C(Nc1ccc(Cl)cc1)Nc1nnc(-c2ccncc2)s1 | 11 | 4.3* | -6 | -11 | 1 | 4 | -17 | -6.1 | 2.1* | 4
CCCn1c(/N=C/c2cc(OC)ccc2O)nc2ccccc21 | 14 | 80 | -1 | -14 | 3 | 4 | -44 | -4.4 | 77 | 46
COc1ccc(NC(=O)CN2CCN(C(=O)c3ccco3)CC2)c(OC)c1 | 12 | 109 | / | 14 | -1 | 4 | -27 | -3.0 | 105 | -11
CC(C)c1ccccc1NC(=O)c1ccco1 | 7 | 90 | / | -14 | 1 | 7 | -8 | 0.5 | 100 | -14
Cc1cc(C)n(-c2ccc(C(=O)Nc3ccc(C)c(S(=O)(=O)N(C)C)c3)cc2)n1 | 17 | 71 | -5 | / | 3 | 8 | -20 | -1.4 | 58 | -4
C/C(=N\NC(=O)CC#N)c1cc2ccccc2oc1=O | 34 | 94 | / | / | 3 | 5 | -16 | -0.4 | 102 | 6
Cc1ccc(C(=O)OCC(=O)Nc2ccc3c(c2)OCO3)o1 | 13 | 91 | / | 25 | 6 | 7 | -29 | -2.3 | 101 | -10
CC(C)c1nc(SCC(=O)Nc2cccc(C(F)(F)F)c2)c2c(=O)n(C)c(=O)n(C)c2n1 | 9 | 58 | / | / | 2 | -7 | -26 | 1.1 | 51 | -6
O=C(COc1cc(Cl)c(Cl)cc1Cl)Nc1ccncc1 | 1 | 89 | 3 | 10 | 6 | -4 | -47 | 0.1 | 90 | -10
O=C(C1CCC(CNS(=O)(=O)c2cccc3nsnc23)CC1)N1CC=C(c2ccccc2)CC1 (stereo unspecified) | 29 | 62 | 0 | 9 | 6 | 4 | -55 | -1.5 | 72 | -1
OCCCN1c2ccccc2Nc2nnc(-c3ccccc3)cc21 | 4 | 46 | 3 | 20 | 4 | 18 | -1 | -4.8 | 53 | -13
CCC(C)(C)n1nnnc1CN1CCC(c2nc3ccc(C)cc3[nH]2)CC1 | 4 | 20 | 0 | -32 | -1 | -9 | -23 | -0.8 | 38 | 5
CCn1ncc(C2=NOC(C(=O)N3CCC(C(N)=O)CC3)C2)c1C (stereo unspecified) | 6 | 89 | 0 | / | / | / | -42 | 0.1 | 90 | /
CCOC(=O)c1c(C)n(CC(O)c2ccccc2)c2ccc(O)cc12 (stereo unspecified) | 5 | 78 | -1 | / | 2 | -19 | -24 | -3.8 | 86 | -24
CCOC(=O)Cc1cc(=O)[nH]c(Nc2nc3ccccc3o2)n1 | 9 | 66 | -1 | 16 | 4 | -12 | -9 | -3.8 | 63 | -5
Cc1cccc(C(=O)NNC(=O)CN2C(=O)c3ccccc3C2=O)c1 | 16 | 96 | -6 | / | 0 | 1 | -5 | 4.8* | 109 | -3
COc1ccccc1CCN1C(=S)NC(C)(C)CC1(C)O (stereo unspecified) | 17 | 36 | / | 7 | 2 | 9 | -14 | -1.0 | 53 | -21
CC1(C)CC(=O)C2=C(C1)NC1=C(C(=O)c3ccccc31)C2c1ccc(O)cc1 (stereo unspecified) | 14 | 80 | -10 | / | 7 | -10 | -15 | -2.5 | 77 | 3
O=C(Nc1ccc(Cl)cc1)NC1CCCCC1Cc1ccco1 (stereo unspecified) | 19 | 61 | / | / | 6 | -3 | 8 | -5.4 | 53 | -12
